# BRCA1 expr act = BRCA1 expression activation; MCF7-BRCA1-FFLuc reporter, luminescence, 48 h; response scale: scaled: vehicle 0%, 10 µM genistein 100%; Potency, µM (doses to about 46.1 µM), inactives show at the highest dose activation, most hits filed as activators; 380,000 tested, 1.1% active; further: potency means the concentration at half of the fitted maximal effect; nearly all actives have a fitted effect of over 80% in size; some results filed as inactive show a strong effect at the top dose
#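 Compounds are tested at multiple concentrations on MCF7 BRCA1-luciferase reporter cells seeded at 2000 per well; after 48 h, a single luminescence end-point is taken and curves fitted to the normalized data.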
# Eya2 phos inh = inhibitors of human Eya2 phosphatase activity. recombinant Eya2, OMFP fluorescence dephosphorylation (OMFP is methylfluorescein phosphate). Potency, µM (top dose mostly 76.9 µM), inactives show top-dose activity, negative = inhibition, hits mostly inhibitors. O00167. 330,000 tested, 0.006% active; further: potency means the concentration at half of the fitted maximal effect; on the % scale 0 is the no-effect control and ±100 the full control effect
#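 Eya2 (0.2 uM) preincubated 10 min at ambient with compound, then OMFP substrate added at 50 uM; 10 min reaction in 50 mM HEPES pH 7.5, 50 mM NaCl, 5 uM MgCl2, 0.05% BSA, 1 mM DTT. Fluorescence read at Ex 485/Em 525 nm.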
# uPA surface inh = inhibitors of cell surface uPA generation; cell surface uPA generation assay, qHTS; Potency, µM (series often up to 38.3 µM), inactives show at the top dose activity change, negative = inhibition, usual class: inhibitors; 330,000 tested, 0.31% active; active means well fitted inhibition curve with a large enough effect; inconclusive means small, poorly fitted or top-dose-only effect; inactive means no such curve, though single readings can be large or run the other way; tested in mouse RAW 264.7 cells; further: potency means the concentration at half of the fitted maximal effect; on the % scale 0 is the no-effect control and ±100 the full control effect; nearly all actives have a fitted effect of over 55% in size
# ELG1 genotox = induces genotoxicity in HEK293T cells with luciferase-tagged ELG1; HEK293T ELG1-luciferase reporter, luminescence, 16 h; AID 504466; Potency, µM (top dose mostly 46 µM), for inactives: at the top dose activity change, positive = activation, usual class: activators; 330,000 tested, 1.3% active; further: potency means the concentration at half of the fitted maximal effect; % of control where 0% means no effect; nearly all actives have a fitted effect of over 60% in size
#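 Step 1: seed 2,000 HEK293T ELG1-luciferase cells per well. Step 2: add compound or DMSO, incubate 16 hr at 37 °C. Step 3: ONE-Glo, 30 min at room temperature, read luminescence.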
# TRPV1 ag = human TRPV1 agonism. activation, % at 8.33 µM. AID 540275. 320,000 tested, 0.19% active. TRPV1-expressing cells, Fluo-8 calcium influx, agonist mode. Q8NER1; in the data active means activation above about 80%; inconclusive means between about 30% and that limit; further: 0% is about no effect
#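 TRPV1-expressing cells were cultured overnight at 35.5C and loaded with Fluo-8 calcium dye for 40 to 90 min at room temperature. After a 10 s baseline, compound was added and calcium influx was read kinetically for 3 min (ex 480/em 520 nm).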
# S-ASM inh = inhibitors of human secretory acid sphingomyelinase. P17405. placental ASM, HMU-PC fluorogenic substrate, 60 min. Potency, µM (highest dose often 57.5 µM), for the others: at the top dose activity change, negative = inhibition, actives largely listed as inhibitors. 340,000 tested, 0.006% active; further: potency means the concentration at half of the fitted maximal effect
# Target sequence (P17405 47-631 limits assumed): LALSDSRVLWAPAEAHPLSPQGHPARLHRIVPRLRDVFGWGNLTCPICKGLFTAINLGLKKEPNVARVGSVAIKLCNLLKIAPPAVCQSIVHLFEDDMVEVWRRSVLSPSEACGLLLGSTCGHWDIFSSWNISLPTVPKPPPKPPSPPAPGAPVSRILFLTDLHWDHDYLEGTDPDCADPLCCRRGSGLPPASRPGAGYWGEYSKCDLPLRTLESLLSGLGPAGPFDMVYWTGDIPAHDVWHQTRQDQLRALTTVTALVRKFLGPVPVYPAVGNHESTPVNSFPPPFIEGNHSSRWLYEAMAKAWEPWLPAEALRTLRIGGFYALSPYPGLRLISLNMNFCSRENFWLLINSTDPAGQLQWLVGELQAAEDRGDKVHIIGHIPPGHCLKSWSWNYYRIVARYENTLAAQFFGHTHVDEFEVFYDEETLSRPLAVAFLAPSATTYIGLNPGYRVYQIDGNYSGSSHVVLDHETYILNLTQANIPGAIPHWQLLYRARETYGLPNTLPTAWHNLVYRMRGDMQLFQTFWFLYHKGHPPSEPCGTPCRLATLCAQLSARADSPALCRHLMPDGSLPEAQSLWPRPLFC
#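 qHTS format. ASM enzyme prepared from human placenta hydrolyses the fluorogenic substrate HMU-PC0 (9 uM final) over 60 min at 37 °C after a 10 min compound preincubation.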
# USP2a inh = inhibitors of human ubiquitin-specific protease USP2a; Potency, µM (top dose mostly 38.3 µM), for the others: at the top dose activity change, negative = inhibition, most hits filed as inhibitors; 330,000 tested, 0.01% active; AID 463254; USP2 core, Ub-CHOP2 coupled fluorogenic reporter, 485/531; O75604;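 further: potency means the concentration at half of the fitted maximal effect; plate controls were DMSO wells for no effect and full inhibition by NEM control for full effect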
#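 Deubiquitinase activity read as fluorescence (485/531 nm) after Ub-CHOP2 cleavage activates the enterokinase reporter on its substrate; USP2 core 10nM, Ub-CHOP2 and substrate 25nM each, 30min compound preincubation then 60min RT; data normalized to NEM, curves fitted.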
# B2AR arrestin = agonists driving beta-arrestin recruitment to human beta2-adrenergic receptor; beta-arrestin recruitment to beta2AR, cell-based reporter; Potency, µM (series often up to 46.1 µM), without a hit: at the top dose activation, usual class: activators; 330,000 tested, 0.02% active; AID 492947; P07550;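 further: potency means the concentration at half of the fitted maximal effect; 0% = DMSO controls and full agonism = EC100 isoproterenol or metaproterenol; nearly all actives have a fitted effect of over 65% in size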
# Target sequence (P07550 whole entry, looked up): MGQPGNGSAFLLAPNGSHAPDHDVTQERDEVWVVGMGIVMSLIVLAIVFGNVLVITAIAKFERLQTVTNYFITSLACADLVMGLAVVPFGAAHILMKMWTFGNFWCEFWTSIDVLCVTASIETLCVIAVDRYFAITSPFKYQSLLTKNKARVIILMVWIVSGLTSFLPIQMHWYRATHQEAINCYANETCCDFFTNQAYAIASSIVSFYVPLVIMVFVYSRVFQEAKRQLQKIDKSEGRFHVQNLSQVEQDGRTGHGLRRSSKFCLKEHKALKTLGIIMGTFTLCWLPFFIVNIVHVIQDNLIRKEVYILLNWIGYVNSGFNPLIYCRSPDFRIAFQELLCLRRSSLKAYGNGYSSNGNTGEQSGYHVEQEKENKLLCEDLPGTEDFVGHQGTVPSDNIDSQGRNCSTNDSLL
# TSG101-PTAP inh = blocks PTAP/TSG101 interaction to inhibit HIV-1 budding | Potency, µM (titrated, usually from 115 µM), without a hit: top-dose activity change, negative = inhibition, usual class: inhibitors | AID 493005 | Q99816 | Fluorescence polarization, FITC-PTAP peptide / Tsg101 binding | 340,000 tested, under 10 active; active means well fitted inhibition curve with a large enough effect in the main read-out, with a control signal flat, not every such curve was filed as active; inconclusive means small, poorly fitted or top-dose-only effect, or effect the other way, or a change in a side signal; inactive means no such curve, though single readings can be large or run the other way; further: potency means the concentration at half of the fitted maximal effect; % of control where 0% means no effect
#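 Tsg101 binding domain (10 uM final) was mixed with compound and a FITC-labeled PTAP peptide (50 nM final) in HEPES pH 7.5 buffer with NaCl, Tween 20, EDTA and TCEP; fluorescence polarization was read after 20 min at r.t.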
# p53 reactivator = mutant p53 re-activation in reporter cells; H1299 p53-A138V BP100-luciferase reporter, luminescence, 24 h; Potency, µM (highest dose often 92.2 µM), without a hit: top-dose activity change, positive = activation, most hits filed as activators; 320,000 tested, 0.063% active; further: potency means the concentration at half of the fitted maximal effect; % of control where 0% means no effect; nearly all actives have a fitted effect of over 45% in size
#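 p53-null H1299 cells stably carrying temperature-sensitive p53-A138V and a BP100-luciferase reporter were pinned with compounds (4-point, 1:5 series) and held 24 hrs at 37 deg C. Luminescence was read 10 min after detection reagent.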
# a7 integrin act = integrin-mediated muscular dystrophy alleviation activation | alpha7betagal myoblasts, beta-gal FDG fluorescence, 48 h | 350,000 tested, 0.064% active | Potency, µM (highest dose often 38.3 µM), without a hit: at the top dose activation, usual class: activators;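 further: potency means the concentration at half of the fitted maximal effect; 100% = response of the positive control SU9516; nearly all actives have a fitted effect of over 60% in size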
#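 alpha7betagal+/- myoblasts (passage 13, 250/well) treated 48 h at 37C with compounds at 1:260 dilution of DMSO stock. Lysed, then beta-galactosidase activity read as FDG fluorescence (ex 480/em 540) after 30 min, with pre-read for autofluorescence.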
# Starred values were filed as active, the others as inactive; ? = inconclusive; . = no result given; [ ] = dose if it differs, or a comment. Unless noted, the call rests on the fitted dose curve; in most records, active means well fitted curve in the direction sought with a large enough effect; inconclusive means small, poorly fitted or top-dose-only effect, or another doubt; inactive means no such curve, though single readings can be large; an effect the other way counts as inactive or inconclusive.
SMILES,BRCA1 expr act,Eya2 phos inh,uPA surface inh,ELG1 genotox,TRPV1 ag,S-ASM inh,USP2a inh,B2AR arrestin,TSG101-PTAP inh,p53 reactivator,a7 integrin act
COc1cc([C@@H]2C[C@H]3CN(c4ccccc4)C(=O)[C@]34CCCN24)cc(OC)c1OC,-51%,?,-15%,-4%,2,1%,0%,0.4%,-1%,2%,-29%
COc1cc(C(C)=O)ccc1OCCN1CCC(Cc2ccccc2)CC1,-24%,-2%,-5%,-5%,-5,-3%,3%,-0.6%,-3%,19%,-24%
Cc1cccc(C)c1NC(=O)CN1C(=O)NC(C)(CCc2ccccc2)C1=O (configuration not stated),-6%,-2%,1%,-1%,-2,4%,-1%,0.1%,1%,-1%,-2%
COc1cccc(OCCSc2nc3ccccc3c(=O)[nH]2)c1,?,-3%,-2%,-1%,1,-5%,-1%,0.3%,-1%,2%,5%
CCOc1c(Br)cc(C2NC(=O)CCC2[N+](=O)[O-])cc1OC (configuration not stated),-3%,12%,7%,-3%,1,4%,5%,0.2%,-1%,3%,-7%
Cc1onc(-c2ccccc2Cl)c1C(=O)OCC(=O)c1c(N)n(C)c(=O)n(C)c1=O,-25%,4%,-1%,13%,11,-5%,4%,0.0%,-4%,1%,-29%
CC(NC(=O)c1ccco1)C(=O)N1CCN(c2ccccc2)CC1 (configuration not stated),-3%,?,-1%,29%,6,1%,1%,0.5%,-2%,4%,11%
COc1ccc(Cc2noc(CN(C)Cc3ccc(-n4cccn4)cc3)n2)cc1OC,-26%,3%,-19%,-8%,27,-2%,0%,0.1%,-6%,-3%,-38%
Cc1c(C(=O)O)cccc1-n1c(C)cc(C=O)c1C,51%,13%,4%,3%,-4,-1%,6%,0.2%,-2%,1%,-4%
CC(=O)NN(O)C1N(C)C(=O)N(Cc2ccccc2)C1(C)C (configuration not stated),-2%,.,0%,.,.,2%,.,.,-1%,.,2%
O=S(=O)(NCC1CCCO1)c1ccc(-c2ccc(Cl)cc2)cc1 (configuration not stated),2%,-3%,1%,4%,7,4%,2%,0.2%,-1%,-2%,-23%
C=CC[C@@H](CC(=O)N[C@@H](CO)Cc1ccccc1)C(=O)NC[C@H](OC(=O)[C@@H](CC=C)Cc1ccc(F)cc1)c1ccccc1,-31%,-6%,-11%,1%,.,0%,2%,-0.1%,-5%,1%,23%
Cc1ccc(NCCC(=O)c2ccc(Cl)cc2)cc1C,1%,-1%,.,1%,29,3%,2%,-4.1%,-1%,-2%,-1%
CNC(=O)COC(=O)c1ccc(Cl)c(S(=O)(=O)N2CCCC2)c1,5%,-6%,-2%,2%,10,5%,-6%,-0.6%,-1%,3%,4%
Cc1ccc(CNC(=O)C(=O)NCC2OCCN2S(=O)(=O)c2ccc3c(c2)OCCO3)cc1 (configuration not stated),-19%,-1%,11%,-1%,-2,-2%,0%,-1.6%,-19%,0%,20%
Clc1cccc(CSC2=NCCCN2)c1,27%,-6%,12%,1%,1,-1%,2%,-0.4%,1%,-7%,15%
O=C(/C=C/c1ccco1)Nc1ccc(Cl)c(S(=O)(=O)N2CCOCC2)c1,-33%,-2%,?,-11%,22,-2%,-3%,0.1%,0%,1%,-44%
CCCCCOC(=O)Nc1nnc(CCCCC)s1,0%,-10%,9%,2%,7,-1%,2%,0.1%,-5%,-1%,-20%
COCCCNC(=S)N1CCN(c2nc(-c3ccc(F)cc3)cs2)CC1,-14%,-4%,-13%,-12%,-2,-23%,-5%,-0.6%,-1%,.,-20%
COc1cccc(NC(=O)Nc2nnc(CC(=O)NCc3ccccc3)s2)c1,-1%,-21%,23%,-7%,1,-1%,-6%,-1.0%,0%,-4%,3%
Cc1ccc(C2Nc3ccccc3NC3=C2C(=O)CC(C)(C)C3)c(O)c1 (configuration not stated),-3%,-3%,-7%,0%,1,0%,1%,-1.1%,-2%,5%,23%
N#Cc1ccc(CSc2nnc(NC(=O)c3ccc(=O)[nH]c3)s2)cc1,-9%,-30%,-1%,4%,0,2%,-2%,0.3%,-7%,-4%,-33%
Cc1ccc2c(Cl)c(C(=O)NCC(c3ccco3)N3CCCC3)sc2c1 (configuration not stated),31%,8%,19%,0%,-1,-2%,2%,0.1%,-4%,-6%,-54%[inhibitor]
COc1cc(-c2nc3cc(C)ccn3c2NC2CCCCC2)ccc1-c1ccc(C(C)=O)cc1,-75%[inhibitor],11%,-8%,-7%,13,?,-1%,0.1%,13%,-6%,6%
O=C(Nc1ccccc1F)Nc1ccccc1Br,86%,-8%,-11%,?,?,6%,1%,0.0%,-1%,-11%,29%

# Other results:
SMILES,BRCA1 expr act,Eya2 phos inh,uPA surface inh,ELG1 genotox,TRPV1 ag,S-ASM inh,USP2a inh,B2AR arrestin,TSG101-PTAP inh,p53 reactivator,a7 integrin act
CCOCCCN(C(=O)Cn1nnc(-c2ccc(OC)c(OC)c2)n1)C(C(=O)NCC1CCCO1)c1ccc(F)cc1 (configuration not stated),-41%,-17%,3%,5%,4,-2%[11.5 µM],5%,-0.2%,0%,-4%,-39%
COc1ccc(S(=O)(=O)NCCN2CCOCC2)c(C)c1C,38%,-12%,1%,1%,-1,0%,0%,3.8%,0%,.,3%
CCOc1cc(Br)c(CC(=O)O)cc1OCC,0%,-9%,4%,1%,0,-4%,4%,0.2%,-3%,2%,0%
COCCN(C(=O)c1ccc(N2C(=O)c3ccccc3C2=O)cc1)c1c(N)n(CC(C)C)c(=O)[nH]c1=O,-1%,13%,12%,6%,5,0%,2%,-0.3%,-1%,-7%,0%
Cc1ccc(-c2csc3ncnc(-n4cnc5ccccc54)c23)cc1,-64%,-9%,-14%,-3%,8,-3%,0%,0.2%,-5%,18%,-4%
O=C(CN1CCCC1c1ccc2c(c1)OCCO2)NC(=O)Nc1ccccc1 (configuration not stated),7%,-3%,5%,0%,9,2%,-1%,0.0%,1%,10%,11%
CCCc1nc2c([nH]1)c(=O)n(C)c(=O)n2C,-18%,-17%,-7%,0%,-2,11%,1%,-1.0%,0%,7%,28%
CN(CC(=O)O/N=C(\N)c1cccc([N+](=O)[O-])c1)S(=O)(=O)c1ccccc1,1%,-3%,.,-1%,2,-1%,1%,-0.2%,-13%,16%,3%
Cn1c(NC(=O)c2cccc(C(F)(F)F)c2)cc(=O)n(C)c1=O,-20%,0%,-15%,0%,-1,-2%,2%,0.3%,0%,0%,-30%
CC(C)(C)OC(=O)C[C@H]1C/C=C\C[C@H](CC(=O)N(CCO)Cc2ccccc2)C(=O)NCCOC1=O,2%,-11%,0%,0%,.,4%,3%,0.0%,-3%,2%,9%
CN1CCNC(=O)C1CC(=O)O (configuration not stated),9%,30%,.,0%,1,-1%,-2%,-0.7%,-5%,2%,23%
CC1(C)CC(=O)C=C(c2cccnc2)C1,0%,.,-2%,.,.,2%,.,.,-3%,.,4%
Cc1ccc(C)c(NC(=O)CN(C)C(=O)C2COc3ccccc3O2)c1 (configuration not stated),3%,15%,-12%,1%,-2,2%,-1%,0.1%,-1%,-5%,0%
Oc1ccc(/C=N/Nc2ccnc3cc(Cl)ccc23)cc1O,40%,-11%,-8%,?,?,152%[activator],-3%,-0.5%,-4%,21%,-40%
C[C@@H]1CN([C@@H](C)CO)C(=O)c2cc(N(C)C)ccc2O[C@@H]1CN(C)Cc1ccncc1,-6%,12%,3%,-1%,.,21%,6%,-0.6%,-1%,0%,-11%
COc1ccc(-n2cc(CN(C)Cc3n[nH]c(=O)[nH]3)c(-c3cccc(F)c3)n2)cc1,-6%,-1%,.,0%,9,1%,6%,-0.6%,0%,-3%,-23%
COc1ccc(N2C(=O)[C@@H]3[C@H](C2=O)[C@H]2C=CC=NN2[C@@H]3C(=O)Nc2ccc(Cl)cc2)cc1,-34%,-3%,-12%,1%,2,-3%,-2%,0.0%,-5%,8%,20%
N#C/C(=C\N1CCN(Cc2ccc3c(c2)OCO3)CC1)c1nc2ccccc2s1,-54%,7%,.,-7%,-3,-3%,0%,0.1%,?,9%,-22%
NS(=O)(=O)c1ccc(CCNC(=O)c2ccc(OCC3CCCO3)cc2)cc1 (configuration not stated),0%,-22%,1%,-5%,2,-2%,4%,-0.6%,1%,-1%,-4%
CNc1ncnc2sc(-c3ccccc3)cc12,-11%,-6%,-5%,12%,?,-1%,1%,-0.2%,-1%,6%,20%

# Assay outcomes (PubChem)
